TNAP inh no acc = inhibitors of human TNAP without phosphate acceptor. purified TNAP, CDP-star luminescence, 30 min. AID 1012. inhibition, % at 20 µM. actives 0.26% (n = 200,000);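 active means tissue-nonspecific alkaline phosphatase inhibition above about 50% at 20 µM in the single-dose screen, limit read from the data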;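 further: 0% = DMSO negative control and 100% = EDTA positive control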
Target sequence (P05186 whole entry, looked up): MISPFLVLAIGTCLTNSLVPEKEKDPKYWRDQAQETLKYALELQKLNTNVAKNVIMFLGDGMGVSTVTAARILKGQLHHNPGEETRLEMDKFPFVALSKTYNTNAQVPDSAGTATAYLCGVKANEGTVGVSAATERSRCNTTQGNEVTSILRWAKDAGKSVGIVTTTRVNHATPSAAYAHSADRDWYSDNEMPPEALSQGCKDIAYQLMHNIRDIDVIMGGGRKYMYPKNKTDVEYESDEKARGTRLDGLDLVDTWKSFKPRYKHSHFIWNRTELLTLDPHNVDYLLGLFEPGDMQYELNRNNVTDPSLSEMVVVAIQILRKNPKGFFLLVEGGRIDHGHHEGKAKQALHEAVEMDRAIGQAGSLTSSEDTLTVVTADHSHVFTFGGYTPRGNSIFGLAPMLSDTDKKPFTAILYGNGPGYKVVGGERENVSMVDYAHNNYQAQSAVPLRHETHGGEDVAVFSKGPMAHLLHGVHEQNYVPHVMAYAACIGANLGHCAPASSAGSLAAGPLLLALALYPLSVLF
Efa HMGR inh = blocks class II HMG-CoA reductase of Enterococcus faecalis | purified E. faecalis HMGR, NADPH absorbance 340 nm kinetic | inhibition, % at 10 µM | actives 0.41% (n = 190,000);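 active means inhibition above a set limit, the median over all tested compounds plus 3 SD, cut at about 9.5% in these data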;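 further: enzyme runs in reverse so mevalonate oxidation gives rising NADPH absorbance; 0% = complete reaction with DMSO and 100% = background rate lacking mevalonate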
PMI act satM6P = increases human PMI activity with near-saturating mannose 6-phosphate; P34949; coupled PMI enzyme assay, resazurin fluorescence, 20 min; hits give high values; 1 = untreated enzyme, 0 = substrate-free blank; activation factor at 20 µM; actives 0.34% (n = 190,000); AID 1216;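 active means activation factor of 2 or more at 20 µM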
Target sequence (P34949 whole entry, looked up): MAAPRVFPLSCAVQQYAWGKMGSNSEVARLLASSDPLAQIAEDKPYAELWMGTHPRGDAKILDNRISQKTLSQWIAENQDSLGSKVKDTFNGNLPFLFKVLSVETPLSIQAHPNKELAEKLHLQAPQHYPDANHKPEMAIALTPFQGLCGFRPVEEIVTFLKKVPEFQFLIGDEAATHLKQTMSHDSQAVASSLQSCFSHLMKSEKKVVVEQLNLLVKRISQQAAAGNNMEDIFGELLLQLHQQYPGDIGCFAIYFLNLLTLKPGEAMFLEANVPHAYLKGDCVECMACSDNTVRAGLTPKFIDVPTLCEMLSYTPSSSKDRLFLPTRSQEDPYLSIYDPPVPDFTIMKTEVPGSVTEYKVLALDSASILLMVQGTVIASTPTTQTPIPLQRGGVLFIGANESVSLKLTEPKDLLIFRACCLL
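Test system – human PMI in coupled enzyme assay · Timing – 20 min incubation at room temperature · Detection – Diaphorase-driven resazurin-to-resorufin fluorescence, excitation 544, emission 590 nm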
Diaph act CS = diaphorase activation or chemical reduction counter-screen | actives 0.005% (n = 190,000) | activation factor at 20 µM | AID 1229 | Diaphorase/resazurin coupled assay, resorufin fluorescence, 16 min; hits give high values; 1 = vehicle wells, 0 = NADH-free wells;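 active means diaphorase activity raised at least twofold by the compound at 20 µM; inactive means activation factor below 2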
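Material: Purified diaphorase enzyme from Clostridium kluyveri | Buffer or medium: 50 mM HEPES pH 7.4 with 4.542 mM MgCl2, 0.005% Tween 20 | Times: 16 min enzyme reaction, ambient temperature | Signal: Red resorufin fluorescence at 544/590 nm excitation/emission | Measure: Increased resorufin signal from activators or reducing compounds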
FLuc act counter = affects firefly luciferase, flagging false hits in luciferase stimulation screens; ATPlite luciferase biochemical, luminescence, 10 min; 0 = ATP-free wells, 1 = DMSO control; activation factor at 10 µM; 200,000 tested, under 10 active; AID 1027;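 active means luciferase activation factor, scaled between plate controls, of at least 2 with compound at 10 µM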
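Material: Luciferase/luciferin reagent mix | Doses: Test compounds dosed from 2 mM stocks in 100% DMSO | Timing: 10 min incubation after luciferase reagent addition, room temperature | Measured by: Luminescence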
PMI activator = activators of human phosphomannose isomerase; activation factor at 20 µM; actives 0.005% (n = 190,000); P34949; AID 1214; purified human PMI, coupled resazurin fluorescence, 20 min; hits give high values; 1 = vehicle control, 0 substrate-free wells;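 active means activation factor of 2 or more at 20 µM, relative to plate controls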
Diaph inh CS = diaphorase inhibition or chemical oxidation counter-screen | diaphorase resazurin-to-resorufin fluorescence, NADH, 16 min; bacterial (C. kluyveri) enzyme, not human | inhibition, % at 20 µM | actives 0.69% (n = 190,000) | AID 1217;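 active means primary screen inhibition at 20 µM above a set limit, cut at about 50% in these data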;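 further: plate controls were DMSO with full reaction for no effect and wells lacking NADH for full effect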
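System: Diaphorase enzyme from Clostridium kluyveri | Amount: Enzyme working solution with 0.14 U/mL diaphorase | Benchmarks: No-NADH positive control and DMSO neutral control | Signal: Fluorescence of resorufin formed from resazurin, Ex 544/Em 590 nm | Schedule: 16-min room-temperature incubation before reading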
G6PDH CS = L. mesenteroides G6PDH inhibition counter-screen | Purified L. mesenteroides G6PDH, diaphorase/resazurin coupled fluorescence, 45 min | inhibition, % at 5 µM | actives 0.12% (n = 200,000) | AID 1020; in the data active means inhibition above about 50%
TNAP act hi DEA = TNAP (human) activation, high acceptor; P05186; 200,000 tested, under 10 active; activation factor at 20 µM; purified TNAP, CDP-star luminescence, 1 M DEA, 30 min; hits give high values; 0 = EDTA background, 1 = DMSO-only activity;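 active means activation factor at least 2 at 20 µM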
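Dosing: 20 µM single point. System: human TNAP. Amount: TNAP 1/800 final. Incubation: 30 min, room temperature. Read-out: TNAP activation factor scaled between EDTA and DMSO control wells. Signal: luminescence from CDP-star hydrolysis. Medium: 1 M DEA, pH 9.8, Mg2+, Zn2+. Control set: EDTA negative control, DMSO positive control.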
TNAP inh hiacc = TNAP (human) inhibition, high acceptor | actives 0.03% (n = 200,000) | purified TNAP, CDP-star luminescence, 1 M DEA | inhibition, % at 20 µM | P05186;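 active means over 50% inhibition of tissue-nonspecific alkaline phosphatase at 20 µM in the single-dose screen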;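 further: plate controls were DMSO wells for no effect and EDTA-quenched wells as full inhibition for full effect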
Starred values were filed as active, the others as inactive; . = no result given.

Results follow in this order: TNAP inh no acc	Efa HMGR inh	PMI act satM6P	Diaph act CS	FLuc act counter	PMI activator	Diaph inh CS	G6PDH CS	TNAP act hi DEA	TNAP inh hiacc
C=CCn1c(SCC(=O)Nc2ccc3c(c2)OCCO3)nnc1-c1ccccn1
    -12	-1	1	0.9	1	1	15	-4	1.1	-7
Cc1nc(C(=O)Nc2ccc(F)cc2)nn1-c1ccc([N+](=O)[O-])cc1
    -3	5	0.9	0.8	1.1	0.9	20	-23	1	-5
CCC(c1nnnn1Cc1ccco1)N(CCc1ccccc1)Cc1cc2cc(C)ccc2[nH]c1=O (stereo not drawn)
    16	.	1	0.7	1.1	1	29	12	1	-2
CC1=C(C)CC(C(=O)Nc2nc(-c3ccc(F)cc3)c(C)s2)C(C(=O)O)C1 (stereo not drawn)
    -4	0	0.9	0.8	1	1	22	-1	1	0
CC(C)n1c(SCC(=O)NCc2ccco2)nc2c1c(=O)n(C)c(=O)n2C
    -15	4	0.9	0.8	1	0.9	22	-2	1	-4
Cc1cc(Cl)ccc1OC(C)C(=O)NCCc1ccc2c(c1)OCCO2 (stereo not drawn)
    -8	-2	0.9	0.8	1	0.9	24	10	1.1	-9
Clc1ccc2c(c1)C(C1=NCCN1)c1ccccc1CS2 (stereo not drawn)
    -6	3	1.1	0.9	1.1	1.1	10	6	1	-4
CCNC(=S)Nc1cc(C)ccn1
    -3	-4	1	0.9	1	1	6	2	1	0
CCCNc1nc2c(c(=O)n(C)c(=O)n2C)n1Cc1ccc(F)cc1
    -5	5	0.8	0.8	1	0.8	18	2	1	1
CNS(=O)(=O)c1cccc(C(=O)OCC(=O)Nc2ccc(OC)cc2[N+](=O)[O-])c1
    -11	-1	1	0.9	1	1	11	4	1	-4
CC(=O)OCCCNc1cc(Sc2ccc(Cl)cc2)c2nonc2c1[N+](=O)[O-]
    4	0	0.4	0.5	1	0.7	49	-6	1	3
O=C(Nc1ncc2c(n1)-c1ccccc1CC2)c1ccc(F)cc1
    -5	-10	0.9	0.8	1.1	0.9	18	3	1	0
CC1CN(Cc2cnc(Cl)s2)CC(C)O1 (stereo not drawn)
    -14	23*	1	1	1.1	1	0	3	1	-4
CC(=O)c1ccc(Nc2ccc(-c3ccccc3F)nn2)cc1
    -6	0	1	1.1	0.4	1.2	-12	-6	1	3
Cc1cccc(Cc2nnc(CCC(=O)N(CC3CC3)CC3CCCO3)o2)c1 (stereo not drawn)
    -8	0	1	0.9	1	0.9	13	-5	1	0
CN(Cc1ccccn1)Cc1nc(Cc2ccccc2Cl)no1
    -18	-3	.	.	1.1	.	.	10	1.1	-6
Cc1oc2nc(SCC(=O)N3CCCCC3)nc(N)c2c1C
    -10	4	1	1	0.9	0.9	4	7	1	4
c1coc(CNc2nc(N3CCCCC3)nc3ccccc23)c1
    -10	6	1	1	1.1	1	1	-20	1.1	-5
O=C(C1CCN(S(=O)(=O)c2cccnc2)CC1)N1CCN(C2CCCC2)CC1
    -8	-3	0.9	1	1	1	3	8	1	-3
Cc1ccc(OCC(=O)n2nc(C)cc2C)c(Br)c1
    -5	0	1	0.9	1	1	11	4	1	1

Following part
smiles | TNAP inh no acc | Efa HMGR inh | PMI act satM6P | Diaph act CS | FLuc act counter | PMI activator | Diaph inh CS | G6PDH CS | TNAP act hi DEA | TNAP inh hiacc
Cc1ccc(C(=O)c2ccc(C(F)(F)F)cc2)cc1 | -4 | 2 | 0.9 | 0.9 | 1 | 0.8 | 9 | 3 | 1 | 1
COC(=O)C(C)Sc1snnc1-c1ccccc1 (stereo not drawn) | -11 | -1 | 0.9 | 0.8 | 1 | 0.9 | 16 | 17 | 1.1 | -6
Cc1cc(C#N)c(C)c(SCc2[nH]nc3c2C(c2ccccc2)C(C#N)=C(N)O3)n1 (stereo not drawn) | 1 | -2 | 0.7 | 0.5 | 1 | 0.9 | 54* | 1 | 0.9 | 7
COc1cc(CNCCC2CCOC(C)(C)C2)ccc1O (stereo not drawn) | -10 | -1 | 0.7 | 0.9 | 1 | 0.9 | 7 | 6 | 1 | -4
COc1ccccc1Oc1ccc(NC(=O)c2ccccc2C)cc1 | -6 | 0 | 1 | 0.9 | 1 | 0.9 | 8 | 0 | 1 | 0
CS(=O)(=O)N(CC(=O)NCc1ccc2c(c1)OCO2)c1ccc(Cl)cc1 | -9 | -6 | 1 | 0.9 | 1.1 | 1 | 13 | -4 | 1 | -4
Cc1ccc(-c2nc(C#N)c(N3CCCCC3)o2)cc1 | -15 | -2 | 0.9 | 0.8 | 1.1 | 0.9 | 22 | 6 | 1.1 | -6
CCOc1ccc(NS(=O)(=O)c2ccc3[nH]cc(C(=O)NCC4CCCO4)c(=O)c3c2)cc1 (stereo not drawn) | -13 | 2 | 0.9 | 0.7 | 1.1 | 1 | 32 | 1 | 1.1 | -6
C=CCNC(=O)/C(=C/c1ccco1)NC(=O)c1ccc(Br)o1 | -9 | -3 | 1.2 | 0.9 | 1 | 1 | 9 | -13 | 1 | 3
c1ccc(CSc2nnc([C@@H]3CCCN3)o2)cc1 | 12 | 2 | 1.1 | 1 | 1.1 | 1 | 5 | 7 | 1.1 | -8
O=c1c2ccccc2nnn1Cc1cccc2ccccc12 | -8 | 2 | 1 | 0.9 | 1.1 | 0.9 | 12 | 6 | 1.1 | -7
CCC(=O)N1CCc2cc(S(=O)(=O)NC(CC(C)C)C(=O)N3CCc4ccccc43)ccc21 (stereo not drawn) | -13 | -13 | 0.9 | 0.9 | 1.1 | 0.9 | 11 | 11 | 1 | -5
CC(=O)NCCn1c(SCc2ccccc2C)nc2ccccc2c1=O | -6 | 1 | 1 | 1 | 1 | 1 | 4 | -1 | 1 | 2
Cc1ccc(Nc2cc(-n3nc(C)cc3C)ncn2)c(C)c1 | -12 | -3 | 0.9 | 0.8 | 1.1 | 1 | 15 | -3 | 1 | -4
CCOC(=O)NC(Nc1ccc(C)cn1)(C(F)(F)F)C(F)(F)F | -16 | 1 | 0.8 | 0.6 | 1.1 | 0.7 | 39 | -1 | 1 | 2
CCCCNCc1cc(Br)c(OCC(=O)N2CCOCC2)c(OC)c1 | -9 | -2 | 1.1 | 1 | 1.1 | 1 | 1 | 4 | 1 | -3
Cc1ccnc(Sc2ncccc2[N+](=O)[O-])n1 | -9 | 3 | 1 | 0.9 | 1 | 0.9 | 12 | -4 | 1.1 | -6
O=C(Cc1ccccc1)NNC(=S)Nc1ccc(Cl)cc1 | -127 | -1 | 0.9 | 0.9 | 1 | 0.9 | 9 | 5 | 1 | -4
O=C(NNC(=O)c1cc2cc(Br)ccc2oc1=O)c1ccc(O)cc1O | 38 | 6 | 1.3 | 0.8 | 1 | 1.1 | 24 | -18 | 0.9 | 8
O=C(NCc1ccc2c(c1)OCO2)C1CCC(=O)N1C1CCCC1 (stereo not drawn) | -13 | -1 | 1.1 | 1 | 1.1 | 1.1 | 3 | 3 | 1 | -5
CCOC(=O)c1cn(CC(=O)Nc2ccc(C)cc2)nn1 | -5 | 2 | 1 | 1 | 1.1 | 1 | -1 | 4 | 1.1 | -7
CCNc1nc2c(c(=O)n(Cc3ccccc3)c(=O)n2C)n1Cc1ccccc1 | -11 | 0 | 1 | 0.9 | 1.1 | 1 | 14 | 2 | 1 | -3
Fc1ccc(C2NC(=S)NC3=C2N2CCC3CC2)cc1 (stereo not drawn) | -5 | -3 | 1.1 | 1 | 1 | 1 | -4 | 16 | 1 | -4
CC(=O)N1CCC(=NNS(=O)(=O)c2ccc(C)c([N+](=O)[O-])c2)CC1 | -12 | 0 | 1.3 | 0.9 | 1.1 | 1.2 | 10 | 17 | 1 | -4
CN(C)c1ncc(S(=O)(=O)c2ccccc2)c(N)n1 | 0 | -3 | 1.1 | 1.3 | 1 | 1.1 | -29 | 20 | 1 | -5

6 records picked at random from those above, as already listed:
smiles | TNAP inh no acc | Efa HMGR inh | PMI act satM6P | Diaph act CS | FLuc act counter | PMI activator | Diaph inh CS | G6PDH CS | TNAP act hi DEA | TNAP inh hiacc
CCOC(=O)NC(Nc1ccc(C)cn1)(C(F)(F)F)C(F)(F)F | -16 | 1 | 0.8 | 0.6 | 1.1 | 0.7 | 39 | -1 | 1 | 2
CCOC(=O)c1cn(CC(=O)Nc2ccc(C)cc2)nn1 | -5 | 2 | 1 | 1 | 1.1 | 1 | -1 | 4 | 1.1 | -7
CCCCNCc1cc(Br)c(OCC(=O)N2CCOCC2)c(OC)c1 | -9 | -2 | 1.1 | 1 | 1.1 | 1 | 1 | 4 | 1 | -3
CC(=O)N1CCC(=NNS(=O)(=O)c2ccc(C)c([N+](=O)[O-])c2)CC1 | -12 | 0 | 1.3 | 0.9 | 1.1 | 1.2 | 10 | 17 | 1 | -4
Cc1ccnc(Sc2ncccc2[N+](=O)[O-])n1 | -9 | 3 | 1 | 0.9 | 1 | 0.9 | 12 | -4 | 1.1 | -6
Cc1ccc(Nc2cc(-n3nc(C)cc3C)ncn2)c(C)c1 | -12 | -3 | 0.9 | 0.8 | 1.1 | 1 | 15 | -3 | 1 | -4
